Screens from PubChem BioAssay.
KCNH2 3.1 inh: qHTS for Inhibitors of KCHN2 3.1: Mutant qHTS | Potassium voltage-gated channel subfamily H member 2, brain isoform KCNH2 3.1 (human) | activity change, % (tested at about 1.8 µM) | U2OS KCNH2 3.1, thallium flux FluxOr; stronger effect = lower value | 0.95% of 340,000 active;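 active = maximum activity change below -70%; inconclusive = maximum activity change from -70% to -50%; inactive = maximum activity change above -50%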;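 note: thallium influx rate constant from kinetic fluorescence after stimulation buffer; % is set by controls: 0 for no effect and ±100 for the full control effect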
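Normalized rate constant (relative to positive and negative DMSO controls) derived from a 2 min kinetic fluorescence read after stimulation; U2OS cells expressing the 3.1 isoform via virus at 1.77 x 10^8 /mL.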
FBPA coupling cs: qHTS Assay for Inhibitors of Fructose-1,6-bisphosphate Aldolase from Giardia Lamblia: Coupling assay counterscreen; coupling enzyme system counterscreen, AmpLite Red fluorescence; activity change, negative = inhibition, % at 58.2 µM, hits read low; 0.67% of 290,000 active; AID 2472, 2010; in the data active = activity change below about -30%; note: % is set by controls: 0 for no effect and ±100 for the full control effect
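Compounds tested against the coupling enzymes alone at 57.5 uM final; readout was AmpLite Red fluorescence (525/598 nm) after 20 min at RT.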
RORg inh: qHTS for inhibitors of ROR gamma transcriptional activity; 5.4% of 310,000 active; Potency, µM (top dose mostly 53.6 µM), without a hit: top-dose activity change, negative = inhibition, hits mostly inhibitors; Drosophila S2 Gal4-RORgamma UAS-luciferase reporter, 20 h; Nuclear receptor ROR-gamma (Mus musculus), P51450; note: potency is the fitted concentration of half-maximal effect; % is set by controls: 0 for no effect and ±100 for the full control effect; nearly all actives have a fitted effect of over 60% in size
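Compounds are pin-transferred onto Drosophila Schneider cells expressing a copper-inducible Gal4–ROR gamma transactivation domain fusion. After 1 hr, copper sulfate is added to 700 uM final; luciferase is read 20 hr later.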
uPA surface inh: qHTS for Inhibitors of Cell Surface uPA Generation | AID 540303, 2011 | Potency, µM (titrated, usually from 38.3 µM), for inactives: top-dose activity change, negative = inhibition, hits mostly inhibitors | 0.31% of 330,000 active | cell surface uPA generation assay, qHTS; active = well fitted inhibition curve with a large enough effect; inconclusive = small, poorly fitted or top-dose-only effect; inactive = no such curve, though single readings can be large or run the other way; tested in mouse RAW 264.7 cells; note: potency is the fitted concentration of half-maximal effect; % is set by controls: 0 for no effect and ±100 for the full control effect; nearly all actives have a fitted effect of over 55% in size
Tb PFK block: qHTS Assay to Find Inhibitors of T. brucei phosphofructokinase. ATP-dependent 6-phosphofructokinase (Trypanosoma brucei brucei), O15648. T. brucei PFK, ADP-Glo luminescence. Potency, µM (series often up to 57.5 µM), inactives show top-dose activity, negative = inhibition, usual class: inhibitors. 0.17% of 330,000 active;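 note: potency is the fitted concentration of half-maximal effect; 0% = uninhibited 1x PFK enzyme wells and -100% = no-enzyme wells; nearly all actives have a fitted effect of over 60% in size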
Target sequence (O15648 whole entry, looked up): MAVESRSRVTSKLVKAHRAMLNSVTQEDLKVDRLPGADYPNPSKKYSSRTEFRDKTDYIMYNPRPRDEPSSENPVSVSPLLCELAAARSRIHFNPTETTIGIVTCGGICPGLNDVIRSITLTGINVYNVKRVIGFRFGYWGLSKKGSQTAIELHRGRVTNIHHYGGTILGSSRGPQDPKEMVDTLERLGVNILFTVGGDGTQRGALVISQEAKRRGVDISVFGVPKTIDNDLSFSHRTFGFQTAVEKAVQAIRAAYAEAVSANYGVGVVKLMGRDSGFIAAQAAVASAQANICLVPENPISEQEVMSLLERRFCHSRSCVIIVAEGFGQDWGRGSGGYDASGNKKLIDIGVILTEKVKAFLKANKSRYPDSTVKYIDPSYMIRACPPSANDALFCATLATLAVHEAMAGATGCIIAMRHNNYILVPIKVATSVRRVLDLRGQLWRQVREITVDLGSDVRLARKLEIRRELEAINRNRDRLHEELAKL
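Activity is normalized to no-enzyme wells (full inhibition) and 1.25 nM enzyme wells (no inhibition). Reaction: 0.5 mM F6P, 0.1 mM ATP, 45 min RT, ADP-Glo luminescence; concentration-response curves fitted and classed by quality.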
Giardia kill: Small Molecules that selectively kill Giardia lamblia: qHTS; activity change, % at 7.66 µM, hits read low; Giardia lamblia trophozoite viability; 0.15% of 340,000 active; AID 540267, 2011; in the data active = activity change below about -80%; inconclusive = between about -30% and that limit;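 note: parasites exposed to compound for two days anaerobically before the ATP read; % is set by controls: 0 for no effect and ±100 for the full control effect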
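ATP-content bioluminescence gauges trophozoite survival. Cells (100/well) receive compound and incubate anaerobically for 48 hrs at 37 deg C; detection reagent follows for 15-30 min at room temperature.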
NPC1 prom act: qHTS Assay for NPC1 Promoter Activators | Huh7 NPC1 promoter luciferase reporter, 24 h | Potency, µM (titrated, usually from 9.22 µM), for inactives: top-dose activation, hits mostly activators | 2.4% of 320,000 active | AID 485313, 2010;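 note: potency is the fitted concentration of half-maximal effect; % of control where 0% means no effect; nearly all actives have a fitted effect of over 60% in size; reporter is driven by a mutant NPC1 promoter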
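Luminescence from an NPC1 promoter-driven luciferase reporter in stably transfected Huh7 cells was measured after 24 h compound treatment at 37 °C, followed by 10 min ambient incubation with luciferase detection reagent.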
Rab9 prom act: qHTS Assay for Rab9 Promoter Activators. Potency, µM (doses to about 9.22 µM), for inactives: top-dose activation, negative = inhibition, most hits filed as activators. Huh7 Rab9 promoter-luciferase reporter, luminescence, 24 h. 2.8% of 320,000 active. AID 485297, 2010; note: potency is the fitted concentration of half-maximal effect; % of control where 0% means no effect; nearly all actives have a fitted effect of over 60% in size
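Quantitative HTS format; Huh7 Rab9-luciferase reporter cells (1500/well) receive compound 2 h post-plating, incubate 24 h at 37 °C, then get luciferase reagent for 10 min before luminescence reading.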
VP16 counter: VP16 counterscreen qHTS for inhibitors of ROR gamma transcriptional activity. Drosophila S2 Gal4-VP16 UAS-luciferase, luminescence, 20 h. Potency, µM (titrated, usually from 53.6 µM), for inactives: top-dose activity, negative = inhibition, hits mostly inhibitors. 3.5% of 310,000 active;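 note: Gal4-VP16 expression switched on by copper sulfate through the metallothionein promoter; potency is the fitted concentration of half-maximal effect; % is set by controls: 0 for no effect and ±100 for the full control effect; nearly all actives have a fitted effect of over 50% in size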
FLuc modulator: qHTS profiling assay for firefly luciferase inhibitor/activator using purifed enzyme and Km concentrations of substrates (counterscreen for miR-21 project); Potency, µM (series often up to 57.5 µM), without a hit: top-dose activity change, negative = inhibition, hits mostly inhibitors; 6.9% of 360,000 active; purified FLuc, Km substrates, luminescence inhibition;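 note: potency is the fitted concentration of half-maximal effect; plate controls were vehicle for no effect and reference inhibitor for full effect; nearly all actives have a fitted effect of over 55% in size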
Target sequence (P08659 whole entry, looked up): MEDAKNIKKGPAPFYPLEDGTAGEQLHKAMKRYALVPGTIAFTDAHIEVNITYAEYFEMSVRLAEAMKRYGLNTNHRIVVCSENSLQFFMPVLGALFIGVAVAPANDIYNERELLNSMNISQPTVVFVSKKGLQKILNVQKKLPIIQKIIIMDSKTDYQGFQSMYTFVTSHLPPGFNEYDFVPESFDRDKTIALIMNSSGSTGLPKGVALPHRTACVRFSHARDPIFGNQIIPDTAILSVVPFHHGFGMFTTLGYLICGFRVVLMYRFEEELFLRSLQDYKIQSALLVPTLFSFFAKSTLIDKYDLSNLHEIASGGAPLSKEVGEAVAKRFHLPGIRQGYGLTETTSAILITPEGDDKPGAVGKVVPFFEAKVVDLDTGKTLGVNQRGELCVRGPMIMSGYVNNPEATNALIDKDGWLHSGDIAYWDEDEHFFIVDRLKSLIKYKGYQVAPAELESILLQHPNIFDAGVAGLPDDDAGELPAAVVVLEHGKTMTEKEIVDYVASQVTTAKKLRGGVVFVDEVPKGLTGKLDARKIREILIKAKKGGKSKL
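Biochemical qHTS of compounds, final roughly 60 µM downward over six points, against 10 nM purified firefly luciferase using Km concentrations of substrates (10 uM D-luciferin, 10 uM ATP) in Tris acetate pH 7.5 buffer; luminescence output.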
ELG1 genotoxic: qHTS screen for small molecules that induce genotoxicity in human embryonic kidney (HEK293T) cells expressing luciferase-tagged ELG1; HEK293T ELG1-luciferase reporter, luminescence, 16 h; Potency, µM (doses to about 46 µM), for the others: top-dose activity change, positive = activation, actives largely listed as activators; 1.3% of 330,000 active; AID 504466, 2011; note: potency is the fitted concentration of half-maximal effect; % of control where 0% means no effect; nearly all actives have a fitted effect of over 60% in size
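Luminescence read-out: rising ELG1-luciferase signal, reflecting elevated ELG1 protein under genetic stress, flags genotoxic compounds. Cells were treated for 16 hr at 37 °C before ONE-Glo detection.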
* marks the source's active call; other numbers are inactive results; ? = inconclusive; / = no result given; [ ] = dose if it differs, or a comment. Unless noted, calls come from the whole dose curve; as a rule, active = well fitted curve in the direction sought with a large enough effect; inconclusive = small, poorly fitted or top-dose-only effect, or another doubt; inactive = no such curve, though single readings can be large; an effect the other way counts as inactive or inconclusive.

compound	uPA surface inh	Giardia kill	RORg inh	ELG1 genotoxic	FLuc modulator	KCNH2 3.1 inh	NPC1 prom act	FBPA coupling cs	Rab9 prom act	VP16 counter	Tb PFK block
CC1=C(C(=O)Nc2ccccc2)C(c2ccccn2)n2ncnc2N1 (stereo not given)	0%	-6	-11%	/	-1%	5	/	2	/	0%	/
O=c1[nH]cnc2scc(-c3cccs3)c12	-5%	?	7%	-3%	-1%	2	-4%	2	-1%	-3%	1%
CN(C)c1cccc(C(=O)OCC(=O)Nc2ccccc2Cl)c1	5%	-10	-13%	2%	-16%	1	14%	-12	18%	-3%	-2%
CCOC(=O)C(C)Sc1nc(-c2cccs2)ccc1C#N (stereo not given)	-3%	-7	-11%	19%	-13%	1	-1%	-14	14%	12%	0%
O=[N+]([O-])c1ccccc1S(=O)(=O)Oc1ccc(C(=S)N2CCOCC2)cc1	-11%	?	?	-2%	-3%	10	1%	1	3%	1%	1%
Cc1ccc(/C=N/n2c(-c3ccncc3)n[nH]c2=S)s1	8%	-1	?	-4%	-5%	-7	1%	0	-4%	-2%	-4%
Cc1ccc(O)c(NC(=S)NC(=O)/C=C/c2ccccc2)c1	11%	26	-15%	-1%	2%	0	9%	0	12%	9%	1%
COc1ccc(C(=O)n2nc(-c3ccc(Cl)cc3)nc2N)cc1OC	-2%	1	24%	-3%	2%	-1	-9%	2	-6%	?	0%
COc1ccc(/C=C(\NC(=O)c2cccs2)C(=O)N2CCOCC2)cc1OC	1%	-6	31%	3%	4%	-7	-5%	0	2%	1%	-1%
Nc1nc(-c2ccc3c(c2)CCCC3)cs1	-6%	-7	-4%	?	2.1µM*	-9	2.2µM*	-6	2.8µM*	-11%	0%
CC(=O)Nc1ccc(S(=O)(=O)Nc2ccc3c(c2)OCCO3)cc1	-1%	-9	?	-1%	7%	-1	-5%	2	-4%	-8%	-1%
CCCCN1C(=O)C(=O)N(CC(=O)Nc2cc(Cl)ccc2OC)C1=O	12%	-8	/	0%	0%	25	-8%	/	-5%	/	2%
CC1=C(C(=O)Nc2cccnc2)C(c2ccc(C(C)C)cc2)n2ncnc2N1 (stereo not given)	-21%	0	?	7%	4%	4	-3%	0	2%	6%	19%
CC(C)(C)[C@@H]1C=C(C(=O)O)O[C@H](OCc2ccc(CO)cc2)C1	0%	10	-14%	6%	0%	8	-4%	2	3%	-6%	0%
O=C(NC1CCCC1)C(c1cccnc1)N(Cc1ccc(F)cc1)C(=O)c1csnn1 (stereo not given)	4%	21	-1%	1%	4%	-6	-14%	-2	-1%	1%	1%
CN(C)c1ccc(NC2=C([N+](=O)[O-])CS(=O)(=O)C2)cc1	-29%	-13	?	-1%	-7%	15	-5%	-24	-6%	?	2%
CCC1(CC)C(=O)C2=C3C1[C@H](C(=O)OC)CC(C(=O)OC)C[C@H]3n1c(=O)n(-c3ccccc3)c(=O)n1[C@H]2C (stereo not given in full)	-10%	?	-10%	/	/	5	/	3	/	1%	/
O=C(NCc1ccc(F)cc1)C(c1ccc(Cl)cc1)N(C(=O)c1csnn1)C1CC1 (stereo not given)	4%	8	8%	-2%	-2%	-6	0%	0	7%	-3%	-2%
Cc1nn(-c2ccccc2)c(C)c1C(=O)NCc1cccs1	2%	9	-9%	3%	-1%	10	0%	3	0%	-9%	1%
CCC1CCc2sc(C(=O)NCC(c3ccc(OC)cc3)N3CCOCC3)cc2C1 (stereo not given)	-14%	-2	/	-8%	1%	-10	-6%	/	-7%	/	3%
Cn1c(NC(=O)Cc2ccc(F)cc2)cc(=O)n(C)c1=O	14%	10	-1%	2%	-3%	-2	2%	2	2%	-9%	2%
O=C(CN1CCCCC1)Nc1ccccc1NC(=O)CN1CCCCC1	7%	-8	1%	-15%	13%	2	-3%	1	-2%	-5%	-2%
COc1ccc2c(CC(=O)OCC(=O)Nc3sc4c(c3C#N)CCC(C)C4)coc2c1 (stereo not given)	-2%	7	?	4%	-11%	-4	8%	-2	2%	4%	1%
Cc1nnc2sc(COc3ccccc3)nn2c1=O	4%	3	10%	0%	-2%	13	1%	1	2%	6%	1%
Cc1ccc(O)c(C(=O)c2cnc3c(c2)COc2ccccc2-3)c1	10%	1	?	-11%	-14%	-4	2%	-2	0%	-25%	-3%
CCOC(=O)c1c(NC(=O)CSc2nc3ccccc3c(=O)n2-c2ccc(F)cc2)sc(C(C)=O)c1C	2%	3	-10%	4%	-2%	8	-11%	-1	0%	-2%	-3%
O=C(CN(C(=O)CNS(=O)(=O)c1ccccc1)c1ccc(Cl)cc1)NCC1CCCO1 (stereo not given)	2%	14	7%	0%	0%	7	-3%	-1	0%	-11%	3%
Cc1ccc(C(=O)N2CCN(c3ncc(C(F)(F)F)cc3Cl)CC2)s1	9%	11	-5%	?	-1%	3	1%	/	-2%	-6%	0%
CCCc1c(C)[nH]c2ccc(C(=O)O)cc2c1=S	2%	31[activator]	20%	-1%	?	4	-6%	-8	1%	-1%	-7%
COc1ccccc1N(Cc1ccccc1)S(=O)(=O)c1cc(C(=O)O)ccc1Cl	-20%	5	-37%	0%	?	?	0%	17	-2%	-11%	-8%

Entries above shown as hits in NPC1 prom act.
Structure | uPA surface inh | RORg inh | NPC1 prom act | Rab9 prom act
Nc1nc(-c2ccc3c(c2)CCCC3)cs1 | -6% | -4% | 2.2µM* | 2.8µM*

Among those listed so far, 3 contain an NH in an aromatic ring.
compound	uPA surface inh	Giardia kill	RORg inh	ELG1 genotoxic	FLuc modulator	KCNH2 3.1 inh	NPC1 prom act	FBPA coupling cs	Rab9 prom act	VP16 counter	Tb PFK block
O=c1[nH]cnc2scc(-c3cccs3)c12	-5%	?	7%	-3%	-1%	2	-4%	2	-1%	-3%	1%
Cc1ccc(/C=N/n2c(-c3ccncc3)n[nH]c2=S)s1	8%	-1	?	-4%	-5%	-7	1%	0	-4%	-2%	-4%
CCCc1c(C)[nH]c2ccc(C(=O)O)cc2c1=S	2%	31[activator]	20%	-1%	?	4	-6%	-8	1%	-1%	-7%

The results go on.
compound	uPA surface inh	Giardia kill	RORg inh	ELG1 genotoxic	FLuc modulator	KCNH2 3.1 inh	NPC1 prom act	FBPA coupling cs	Rab9 prom act	VP16 counter	Tb PFK block
O=C(O)Cc1ccc(NC(=O)CCN2C(=O)c3ccc([N+](=O)[O-])cc3C2=O)cc1	5%	-4	-3%	5%	-8%	5	0%	-1	-39%[inhibitor]	0%	-2%
CN(CC(=O)Nn1cnnc1)S(=O)(=O)c1ccc(Br)cc1	/	-15	13%	2%	2%	-29	-1%	6	-4%	-11%	1%
O=C(COC(=O)CCc1nc2ccccc2s1)Nc1ccc(Cl)cn1	-10%	-21	14%	0%	1%	-14	0%	-1	-1%	1%	-4%
Fc1ccc(C2CCCN2Cc2nc(-c3cnccn3)no2)cc1 (stereo not given)	-20%	5	?	1%	0%	8	1%	2	-6%	26%	-2%
Cc1ccc(C(=O)NCCc2nnc3ccc(SCC(=O)N4CCCC4)nn23)cc1	-18%	4	27%	3%	?	-11	16%	/	21%	-10%	-14%
COC(=O)c1cccc(NS(=O)(=O)c2ccc(OC)c(C(=O)N3CCOCC3)c2)c1C	-1%	-11	-7%	14%	3%	-34	2%	1	-2%	-13%	0%
